Bioassay records (PubChem BioAssay)
GoLoco inh red: blocks human Gai1 binding to RGS12 GoLoco peptide, red readout; P63096; Gai1:RGS12 GoLoco peptide FP, rhodamine, 10 min; Potency, µM (doses to about 61.6 µM), inactives show at the highest dose activity, negative = inhibition, usual class: inhibitors; 230,000 tested, 0.44% active; AID 880; active means well fitted inhibition curve with a large enough effect, not every such curve was filed as active; inactive means no such curve, though single readings can be large or run the other way; further: nearly all actives have a fitted effect of over 30% in size; many of its hits are not listed in these tables
Tau FP inhib: inhibitors of human tau fibril formation; P10636; K18 P301L tau heparin fibrillization, Alexa594 FP, 6 h; Potency, µM (series often up to 57.7 µM), without a hit: top-dose activity, negative = inhibition, hits mostly inhibitors; 280,000 tested, 0.39% active; AID 1468; further: nearly all actives have a fitted effect of over 55% in size
Target sequence (P10636 561-689 P618L limits assumed): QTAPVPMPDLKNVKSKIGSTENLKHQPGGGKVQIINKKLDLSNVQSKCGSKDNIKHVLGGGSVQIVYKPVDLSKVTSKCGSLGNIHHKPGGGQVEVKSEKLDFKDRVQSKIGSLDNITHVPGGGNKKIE
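Read-out: fluorescence polarization of Alexa 594-labeled tau (0.24 uM), 555 nm excitation, 632 nm emission. Mixtures held 15 uM unlabeled K18 P301L, compound and 20 uM heparin, pH 7 acetate buffer, incubated 6 hr at 37 C.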
Tau ThT inhib: inhibitors of human tau fibril formation, thioflavin T binding. recombinant tau K18 P301L, heparin-induced fibrillization, ThT fluorescence. P10636. 270,000 tested, 2.1% active. Potency, µM (titrated, usually from 57.4 µM), inactives show top-dose activity, negative = inhibition, most hits filed as inhibitors. AID 1460; further: nearly all actives have a fitted effect of over 55% in size
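Using a mix of unlabeled (15 uM) and Alexa 594-labeled (0.24 uM) tau K18 P301L, heparin-triggered fibrillization over 6 hr at 37 C was scored by ThT fluorescence.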
JMJD2E inh: blocks human JMJD2E demethylase activity; B2RXH2; Potency, µM (titrated, usually from 57.1 µM), for inactives: at the highest dose activity change, negative = inhibition, actives largely listed as inhibitors; 230,000 tested, 1.6% active; JMJD2E catalytic domain, FDH-coupled NADH fluorescence (FDH is formaldehyde dehydrogenase); AID 2147; active means well fitted inhibition curve with a large enough effect, not every such curve was filed as active; inconclusive means small, poorly fitted or top-dose-only effect, or another doubt; inactive means no such curve, though single readings can be large or run the other way;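 further: 0% = wells with enzyme and -100% = buffer wells without enzyme; nearly all actives have a fitted effect of over 50% in size; many of its hits are not listed in these tables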
TRb SRC2 PPI: disrupts binding of human TR beta to SRC2. AID 1469. Potency, µM (titrated, usually from 106 µM), without a hit: at the top dose activity change, negative = inhibition, most hits filed as inhibitors. 280,000 tested, 0.065% active. TRbeta-SRC2 peptide binding, fluorescence polarization; receptor liganded with 1 µM T3;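 further: plate controls were bound peptide for no effect and peptide without receptor for full effect; nearly all actives have a fitted effect of over 50% in size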
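Polarization signal, normalized between peptide-alone and full complex controls, measured compound effects on T3-liganded human TRb LBD (0.6 uM) binding 20 nM Texas Red SRC2 peptide after 5 hr.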
L3MBTL1 inh: blocks human L3MBTL1; AID 485360; Q9Y468; AlphaScreen L3MBTL1–H3K9me1 peptide binding; 230,000 tested, 0.66% active; Potency, µM (series often up to 57.1 µM), without a hit: at the highest dose activity, negative = inhibition, most hits filed as inhibitors; further: nearly all actives have a fitted effect of over 60% in size
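First, the protein-peptide complex forms for 30 min at room temperature (L3MBTL1 50 nM, biotinylated H3K9me1 peptide 75 nM). Next, compounds are pin-transferred and incubated 30 min. Finally, AlphaScreen beads are added and read after 30 min.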
TR SRC2 fluor cs: alters Texas Red total fluorescence, flagging assay interference | TRb/SRC2 Texas Red total fluorescence interference | AID 1479 | 280,000 tested, 0.29% active | Potency, µM (series often up to 106 µM), for the others: at the top dose fluorescence change, negative = quenching; active means well fitted curve in either direction with a large enough effect; inconclusive means small, poorly fitted or top-dose-only effect
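Human TRb ligand-binding domain at 0.6 uM with 20 nM Texas Red SRC2 peptide in Tris buffer containing 1 uM T3 and 5% DMSO, incubated with compound 5 h at ambient temperature. Total fluorescence (555/632 nm) calculated as parallel + 2 × perpendicular.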
RECQ1 inh: blocks DNA unwinding by human RECQ1. AID 2549. Potency, µM (series often up to 57.3 µM), for the others: at the top dose activity, negative = inhibition, hits mostly inhibitors. P46063. 240,000 tested, 0.54% active. RECQ1 DNA unwinding, red fluorescence kinetic read;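 further: plate controls were vehicle for no effect and no enzyme for full effect; nearly all actives have a fitted effect of over 30% in size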
Target sequence (P46063 whole entry, looked up): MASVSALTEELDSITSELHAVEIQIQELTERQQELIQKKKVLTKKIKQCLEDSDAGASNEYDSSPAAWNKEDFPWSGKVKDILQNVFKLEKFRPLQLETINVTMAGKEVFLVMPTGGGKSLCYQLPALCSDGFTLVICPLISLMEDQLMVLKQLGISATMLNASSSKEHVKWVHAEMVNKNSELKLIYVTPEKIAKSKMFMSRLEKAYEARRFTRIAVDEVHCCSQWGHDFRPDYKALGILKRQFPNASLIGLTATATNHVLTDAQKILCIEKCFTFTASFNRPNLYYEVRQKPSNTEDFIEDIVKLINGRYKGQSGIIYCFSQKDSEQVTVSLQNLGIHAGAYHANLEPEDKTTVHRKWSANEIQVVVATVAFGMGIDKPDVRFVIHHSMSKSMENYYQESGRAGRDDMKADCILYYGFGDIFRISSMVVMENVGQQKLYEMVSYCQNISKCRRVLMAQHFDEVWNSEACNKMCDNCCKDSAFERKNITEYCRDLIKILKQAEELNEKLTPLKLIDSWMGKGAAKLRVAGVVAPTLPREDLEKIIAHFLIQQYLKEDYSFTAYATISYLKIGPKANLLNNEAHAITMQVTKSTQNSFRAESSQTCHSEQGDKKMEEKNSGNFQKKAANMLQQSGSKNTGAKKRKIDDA
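50 nM RECQ1T1 preincubated 15 min with compound in Tris pH 8.0 buffer with MgCl2, DTT, Tween-20 and 2.5 ug/ml poly(dI-dC); started with 200 nM TAMRA/BHQ-2 forked duplex and 2 mM ATP. Unwinding read as fluorescence (525/598 nm), two reads 2 h apart.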
Starred values were filed as active, the others as inactive; i = inactive; u = inconclusive; x = not tested or not shown; [ ] = dose if it differs, or a comment. Unless noted, the call rests on the fitted dose curve; in most records, active means well fitted curve in the direction sought with a large enough effect; inconclusive means small, poorly fitted or top-dose-only effect, or another doubt; inactive means no such curve, though single readings can be large; an effect the other way counts as inactive or inconclusive. Unless noted, on the % scale 0 is the no-effect control and ±100 the full control effect; potency means the concentration at half of the fitted maximal effect. Some of the compounds tested, so the mix of outcomes need not match the whole.

SMILES	GoLoco inh red	Tau FP inhib	Tau ThT inhib	JMJD2E inh	TRb SRC2 PPI	L3MBTL1 inh	TR SRC2 fluor cs	RECQ1 inh
Cc1c2ccccc2nc2c(F)c(N(C)C)c(F)c(F)c12	-39%	9%	u	-17%	-2%	99%[activator]	u	-9%
COc1ccc(Nc2oc(COc3ccc(OC)cc3)nc2C#N)cc1	1%	4%	u	-14%	-15%	-9%	0%	-17%
COc1cccc(C(=O)Nc2cccc(NC(=O)c3ccc(Cl)cc3Cl)c2)c1	x	u	-9%	x	-1%	x	1%	x
CCC(Sc1nnc(C)s1)C(=O)Nc1nccs1 (stereo not given)	9%	0%	-2%	-1%	-17%	-1%	0%	18%
Cc1ccnc(SCC(=O)N2CCN(c3cccc(Cl)c3)CC2)n1	1%	9%	-5%	4%	0%	9%	-1%	0%
COC(=O)C1CCN(C(=O)C(C)Oc2ccc(Cl)cc2Cl)CC1 (stereo not given)	-20%	-4%	2%	2%	7%	17%[11.4 µM]	-5%	1%
Clc1cccc(Cc2ccc(Cl)nn2)c1	5%	3%	-4%	4%	5%	7%	-2%	-14%
O=c1oc2ccccc2c(Nc2ccccc2)c1[N+](=O)[O-]	11%	-14%	-18%	3%	8%	10%	0%	0%
Cc1cc2c(cc3c(SCc4nc(-c5ccccc5)oc4C)nnc(C)n32)o1	x	-6%	u	x	5%	x	-1%	x
COc1ccc(NC(=O)c2sc3nc(C)c(C(=O)Nc4ccc(C)cc4C)c(-c4sccc4C)c3c2N)cc1	x	1%	-7%	x	0%	x	-3%	x
CSc1nc2ccc(NS(=O)(=O)c3ccc([N+](=O)[O-])cc3)cc2s1	6%	-1%	u	0%	-2%	-17%	-2%	-17%
COc1cc(/C(C)=N/NC(=O)Cc2c(C)[nH][nH]c2=O)ccc1O	9%	10%	-4%	-4%	-11%	5%	-2%	0%
CN1CCN(Cc2nc(N)nc(Nc3ccc4c(c3)OCCO4)n2)CC1	-11%	-3%	-7%	3%	-13%	45%	2%	i
CCc1nn(CC(=O)N2CCN(Cc3ccc4c(c3)OCO4)CC2)c(=O)c2cc3occc3n12	2%	-11%	-9%	-1%	-12%	-22%	1%	-10%
Cc1ccc(-n2ncc3c(=O)n(Cc4cccc(C(F)(F)F)c4)cnc32)cc1C	x	-12%	0%	x	3%	x	-2%	x
Cn1c(=O)c2c(nc(CN3CCc4ccccc4C3)n2CCCO)n(C)c1=O	-3%	-10%	-14%	u	5%	x	1%	i
COc1ccc(C(=O)NCc2cn3ccccc3n2)cc1	12%	1%	-16%	u	-5%	1%	0%	-6%
Cc1ccc2oc(=O)c3cnn(CC(=O)N(C)c4ccc(F)cc4)c3c2c1	x	-3%	1%	x	-5%	x	-1%	x
COc1cc(CN2CCC(C(=O)N3CCCC(C)C3)CC2)cc(Br)c1O (stereo not given)	-10%	-1%	-12%	u	-19%	-2%	-1%	-7%
COc1cc(C2C(C#N)=C(N)N(c3cccnc3)C3=C2C(=O)CC(C)(C)C3)ccc1O (stereo not given)	2%	0%	-14%	-4%	-3%	x	-3%	-15%
COc1ccccc1C(=O)NCCn1cc(SCC(=O)Nc2cc(C)on2)c2ccccc21	-18%	-1%	1%	1%	-5%	-11%	-3%	8%
CCc1nnc(SCc2ccc(CSc3nnc(CC)n3N)cc2)n1N	-1%	6%	3%	7%	-2%	5%	-1%	8%
Cc1ccccc1C(=O)N1CCN(c2ccc(NC(=O)c3ccccc3[N+](=O)[O-])cc2)CC1	12%	4%	-15%	-7%	-7%	5%	-1%	i
CSc1nc(SCC(=O)NC(c2ccccc2)c2ccccc2)c2c3c(sc2n1)CN(C)CC3	7%	u	u	u	-10%	0%	-2%	14%
CCOC(=O)c1cccc(NC(=O)C2CCN(S(=O)(=O)c3c(C)noc3/C=C/c3ccc(C)cc3)CC2)c1	x	u	11%	x	-7%	x	-5%	x
Cc1cc2oc(=O)cc(CN3CCN(S(=O)(=O)c4cccs4)CC3)c2cc1C(C)C	4%	-12%	-17%	-2%	-13%	4%	7.1µM*[quencher]	-8%
CCOC(=O)c1[nH]c(C)c(C(=O)N(CC)CC)c1C	21%	1%	-8%	1%	5%	x	-4%	-11%
Cc1[nH]n(-c2ccccc2)c(=O)c1/C=N/c1ccccn1	-6%	0%	-12%	u	3%	0%	-4%	-3%
CC(C)OC(=O)c1cccc2c1C(=O)c1ccccc1-2	-7%	-2%	-16%	-9%	-6%	6%	-4%	-14%
CCOC(=O)CNC(=O)/C=C/c1c(Cl)cccc1Cl	-1%	-6%	-1%	2%	1%	4%	0%	i

In a second layout: 11 of the compounds above
mol | GoLoco inh red | Tau FP inhib | Tau ThT inhib | JMJD2E inh | TRb SRC2 PPI | L3MBTL1 inh | TR SRC2 fluor cs | RECQ1 inh
Cn1c(=O)c2c(nc(CN3CCc4ccccc4C3)n2CCCO)n(C)c1=O | -3% | -10% | -14% | u | 5% | x | 1% | i
COc1ccc(C(=O)NCc2cn3ccccc3n2)cc1 | 12% | 1% | -16% | u | -5% | 1% | 0% | -6%
Cc1ccc2oc(=O)c3cnn(CC(=O)N(C)c4ccc(F)cc4)c3c2c1 | x | -3% | 1% | x | -5% | x | -1% | x
COc1cc(CN2CCC(C(=O)N3CCCC(C)C3)CC2)cc(Br)c1O (stereo not given) | -10% | -1% | -12% | u | -19% | -2% | -1% | -7%
COc1cc(C2C(C#N)=C(N)N(c3cccnc3)C3=C2C(=O)CC(C)(C)C3)ccc1O (stereo not given) | 2% | 0% | -14% | -4% | -3% | x | -3% | -15%
COc1ccccc1C(=O)NCCn1cc(SCC(=O)Nc2cc(C)on2)c2ccccc21 | -18% | -1% | 1% | 1% | -5% | -11% | -3% | 8%
CCc1nnc(SCc2ccc(CSc3nnc(CC)n3N)cc2)n1N | -1% | 6% | 3% | 7% | -2% | 5% | -1% | 8%
Cc1ccccc1C(=O)N1CCN(c2ccc(NC(=O)c3ccccc3[N+](=O)[O-])cc2)CC1 | 12% | 4% | -15% | -7% | -7% | 5% | -1% | i
CSc1nc(SCC(=O)NC(c2ccccc2)c2ccccc2)c2c3c(sc2n1)CN(C)CC3 | 7% | u | u | u | -10% | 0% | -2% | 14%
CCOC(=O)c1cccc(NC(=O)C2CCN(S(=O)(=O)c3c(C)noc3/C=C/c3ccc(C)cc3)CC2)c1 | x | u | 11% | x | -7% | x | -5% | x
Cc1cc2oc(=O)cc(CN3CCN(S(=O)(=O)c4cccs4)CC3)c2cc1C(C)C | 4% | -12% | -17% | -2% | -13% | 4% | 7.1µM*[quencher] | -8%

(next part)
SMILES	GoLoco inh red	Tau FP inhib	Tau ThT inhib	JMJD2E inh	TRb SRC2 PPI	L3MBTL1 inh	TR SRC2 fluor cs	RECQ1 inh
O=C(C1CCC(Cn2c(=O)c3sccc3n(Cc3ccccc3F)c2=O)CC1)N1CCCCC1 (stereo not given)	x	8%	-9%	x	5%	x	4%	x
O=C(CCNC(=O)c1ccccc1Cl)Nc1ccc(Br)c(C(F)(F)F)c1	3%	u	0%	2%	10%	8%	0%	3%
CCOC(=O)C1=C(Cn2ccc(C(F)(F)F)n2)NC(=O)NC1c1ccc2c(c1)OCO2 (stereo not given)	-3%	-1%	0%	2%	-2%	-4%	-7%	-5%
CC[n+]1cc(-c2ccccc2)nc(N2CCOCC2)n1	7.1µM*	u	-22%	-14%	2%	-7%	-1%	-8%
NC(=O)[C@H]1CC2(CC(c3cccc(NC(=O)c4ccccc4)c3)=NO2)CN1C(=O)[C@H]1CCC(=O)N1 (stereo not given in full)	5%	-4%	-6%	4%	3%	2%	2%	-4%
Cc1nn(-c2ccc(F)cc2)c(Cl)c1/C=C(\CC(=O)O)c1nc2ccccc2s1	-1%	-4%	-4%	-5%	2%	1%	-2%	i
CCOC(=O)CC1=CC(C)(CC(=O)OCC)C(C#N)(C#N)C(N)=C1C#N (stereo not given)	6%	u	28µM*	10%	11%	-3%	-2%	-5%
CSc1nc(C)c(CCOC(=O)c2cccc(C)c2)c(=O)[nH]1	5%	-9%	-1%	4%	-3%	6%	-1%	10%
CC(C)(C)C(=O)Cn1c(=N)n(Cc2ccccc2)c2ccccc21	6%	-3%	u	u	-5%	45%[activator]	0%	i
CCOc1ccccc1OCCOc1cccc(C(F)(F)F)c1	1%	-9%	-14%	-1%	0%	48%[activator]	-6%	-6%
Nc1cccc2c1C(=O)N(C(=O)/C=C/c1cccc(F)c1)C2=O	-5%	u	14µM*	u	3%	x	-2%	-5%
O=C(CC1C(=O)NCCN1Cc1ccc(-c2ccccc2)cc1)NC1CCC1 (stereo not given)	4%	3%	-10%	-2%	-7%	-16%	-1%	i
CCOc1ccc(C(c2c(O)cc(C)n(CCOC)c2=O)N2CCN(c3ccccc3F)CC2)cc1 (stereo not given)	x	-9%	u	x	-1%	x	-1%	x
N#Cc1c(-c2ccc(Cl)cc2Cl)nc2n(c1=O)CCS2	31%[activator]	-6%	-22%	-4%	12%	x	1%	-9%
COc1ccc(S(=O)CC(=O)Nc2ccccc2Cl)cc1 (stereo not given)	3%	5%	4%	14%	-3%	12%	-4%	i
CN(C)c1ccc(-c2cncnc2NCc2ccccc2)cc1	-5%	-1%	u	u	4%	x	0%	0%
Cc1cccc(N=C2NC(=O)/C(=C/c3cn(C)c4ccccc34)S2)c1	i	15%	11µM*	-6%	-1%	-13%	-8%	-12%
CSc1nc(N2CCN(c3ccccc3)CC2)cc(N2CCN(c3ccccc3)CC2)n1	1%	u	-13%	u	-2%	-11%	0%	-2%
COc1ccc(OCC(=O)Nc2cccc(-c3nc4ccccc4[nH]3)c2)cc1	16%	u	u	u	1%	-4%	-1%	-10%
Cc1ccc(S(=O)(=O)N2CCN(C(=O)COC(=O)c3c(C)noc3C)CC2)c(C)c1	4%	2%	x	16%	-7%	x	0%	i
CCOc1ccc(NC(=S)NC(=O)c2c(Br)cnn2C)c([N+](=O)[O-])c1	3%	10%	u	-4%	-3%	-18%	-2%	-7%
O=C(Cn1cnc2c(nnn2Cc2ccccc2)c1=O)N1CCN(c2ccccc2)CC1	17%	-3%	u	5%	-3%	-1%	-3%	-12%
